# TRPML3 ag – agonists of human TRPML3 channel; Q8TDD5; HEK293 TRPML3-YFP, Fluo-8 calcium fluorescence; 100% = the carbachol control signal; activation, % at 3 µM; hit rate 0.29% among 220,000; AID 1448;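 active = activation above its plate's cutoff, the mean activation of the plate's test wells plus 3 SD, cut at about 12% in these data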;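 note: 0% = DMSO only wells and 100% = carbachol wells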
# Target sequence (Q8TDD5 whole entry, looked up): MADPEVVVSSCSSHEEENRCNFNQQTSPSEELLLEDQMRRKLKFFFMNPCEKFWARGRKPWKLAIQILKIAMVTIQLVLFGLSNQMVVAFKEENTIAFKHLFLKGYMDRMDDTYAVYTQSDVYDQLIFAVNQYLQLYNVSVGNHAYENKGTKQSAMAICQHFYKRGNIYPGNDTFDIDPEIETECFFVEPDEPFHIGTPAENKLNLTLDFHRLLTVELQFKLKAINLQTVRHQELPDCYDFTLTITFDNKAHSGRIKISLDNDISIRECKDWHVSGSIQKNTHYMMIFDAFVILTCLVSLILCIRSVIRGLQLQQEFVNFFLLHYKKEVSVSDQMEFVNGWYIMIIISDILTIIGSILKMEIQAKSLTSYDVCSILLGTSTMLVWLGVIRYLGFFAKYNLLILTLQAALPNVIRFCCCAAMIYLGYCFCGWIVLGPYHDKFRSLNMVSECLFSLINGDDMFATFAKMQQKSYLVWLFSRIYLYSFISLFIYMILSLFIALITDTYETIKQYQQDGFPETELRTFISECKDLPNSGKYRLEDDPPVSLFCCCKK
#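 Material: TRPML3-YFP stable HEK293 cells | Dosing: One concentration, 3 µM nominal, 0.3% DMSO | Timing: 125 s total fluorescence read per well | Technique: Fluo-8 calcium dye fluorescence, ex 470-495, em 515-575 nm | Measure: Percent activation from peak-to-basal fluorescence ratio, scaled between DMSO and carbachol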
# EP2 mod – modulators of human EP2 prostaglandin E2 receptor; hit rate 0.83% among 260,000; induction, % at 25 µM; EP2-expressing cells, cAMP HTRF FRET, PGE2 co-stimulation; P43116;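 active = compounds whose cAMP rise, as percent of the full-agonist control response, exceeds 60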;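 note: rat C6 glioma line stably carrying human EP2 under a CMV promoter; the protocol text gives 20 µM as final concentration; 100% = response of wells given 1 µM PGE2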
# 14-3-3 Bad PPI – disrupts binding of bovine 14-3-3 zeta to phospho-Bad peptide. inhibition, % at 21.7 µM. hit rate 0.71% among 220,000. TR-FRET 14-3-3zeta/Dy647-pBad peptide displacement, 1 h. P63103;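 active = inhibition above about 70%, limit read from the data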;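 note: 0% = full 14-3-3 plus peptide FRET controls and 100% = background without 14-3-3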
# Target sequence (P63103 whole entry, looked up): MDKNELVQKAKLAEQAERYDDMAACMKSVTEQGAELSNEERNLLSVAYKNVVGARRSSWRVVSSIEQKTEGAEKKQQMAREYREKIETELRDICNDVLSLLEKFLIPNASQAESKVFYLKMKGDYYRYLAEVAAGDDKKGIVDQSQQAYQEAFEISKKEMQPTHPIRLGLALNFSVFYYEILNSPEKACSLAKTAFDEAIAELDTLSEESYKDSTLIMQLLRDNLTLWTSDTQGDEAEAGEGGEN
# NPY Y1 blocker – antagonists of human neuropeptide Y receptor Y1 | P25929 | HEK293-CNG Y1 cells, membrane potential fluorescence; NPY at EC95, then isoproterenol | inhibition, % at 3.6 µM | hit rate 1% among 200,000 | AID 1040;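 active = inhibition above the campaign mean inhibition of all tested compounds plus 3 SD, cut at about 20% in these data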;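 note: 0% = DMSO wells given NPY plus isoproterenol and 100% = isoproterenol alone without NPY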
#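 Assay system: HEK293 Y1/CNG channel cell line; Doses: single compound dose of 3.6 µM, 0.4% DMSO; Timing: dye 3 h, compound 60 min room temperature, stimulation 45 min; Technique: Membrane-potential fluorescent dye readout; Measure: % inhibition of NPY effect.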
# PPC-1+TRAIL kill – compounds killing PPC-1 cancer cells with TRAIL present (potentiator screen, no TRAIL-free arm); hit rate 0.41% among 220,000; PPC-1 cells + TRAIL, ATPLite viability luminescence; AID 1443; cell killing (% activity), % at 4 µM;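 active = cell killing above 50% in the first pass at 4 µM, then a duplicate retest at 5 µM averaging 50% or more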;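 note: plate controls were cells with TRAIL plus DMSO for no effect and medium-only wells lacking cells for full effect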
# TRPN1 ag – activates the zebrafish TRPN1 channel; activation, % at 3 µM; hit rate 0.18% among 220,000; HEK293 zebrafish TRPN1-YFP, Fluo-8 calcium fluorescence; 100% = response to 87 µM carbachol;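 active = activation above its plate's cutoff, the mean activation of test wells on that plate plus 3 SD, cut at about 19% in these data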;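 note: 0% = DMSO alone and 100% = 87 µM carbachol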
#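 Material: zebrafish TRPN1-YFP in HEK293 cells; Doses: single test compound dose, 3 µM nominal, 0.3% DMSO; Timing: dye loading 1 h at 37 °C, then 30 min room temperature; Technique: intracellular calcium fluorescence with Fluo-8; Benchmarks: high carbachol 87 µM, low DMSO alone.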
# EP2 antag – EP2 receptor (human) inhibition; P43116; C6 glioma cells expressing human EP2, cAMP TR-FRET; cells stimulated with saturating PGE2; inhibition, % at 25 µM; hit rate 0.52% among 260,000; AID 1422;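 active = percent inhibition above 40 after rounding to a whole number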;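 note: rat C6 glioma host cells with rolipram phosphodiesterase inhibitor present; the protocol text gives 20 µM as final concentration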
# NPY-Y1 PAM-ag – potentiates or activates human NPY-Y1 receptor | hit rate 0.37% among 220,000 | AID 1304 | activation, % at 3.6 µM | NPY-Y1 expressing cells, potentiator/agonist activation; in the data active = activation above about 33%, passing the limit was not always enough;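 note: cells stimulated with NPY at EC10 then isoproterenol at EC100; 0% = low agonist plus stimulus and 100% = saturating agonist plus stimulus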
# CHOP inh – blocks CHOP induction under ER stress; CHO-K1 CHOP-promoter luciferase, tunicamycin-induced, 15-18 h; inhibition, % at 10 µM; hit rate 3.8% among 220,000; AID 2732;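 active = compounds that reduced the stress-induced luciferase reporter signal by more than about 70% of percent inhibition, limit read from the data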;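 note: 0% = tunicamycin plus vehicle and 100% = wells without tunicamycin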
# * hit, by the source's call; . = not tested or not shown; & = joins results of further samples; [ ] = another dose, or the depositor's remark. An excerpt. The share of hits here may be higher or lower than overall.
# Order of values – TRPML3 ag	EP2 mod	14-3-3 Bad PPI	NPY Y1 blocker	PPC-1+TRAIL kill	TRPN1 ag	EP2 antag	NPY-Y1 PAM-ag	CHOP inh
- CCN(C(=O)c1ccc(Cl)cc1[N+](=O)[O-])c1ccccc1C
 : 1.2	2	9	-2	21	-0.2	2	3	-8
- NC(=O)C1CCN(C(c2ccccc2Cl)c2nnnn2CC2CCCO2)CC1 (centres undefined)
 : 0.1	38	46	-4	-26	1.1	11	-14	29
- CCCCC1(C(=O)OCC)CC(CN2CCOCC2)OC1=O (centres undefined)
 : .	14	4[fluorescence artefact?]	.	-5	.	26	.	-10
- COc1cc(CCCN2C(=O)C(=O)NC[C@@H]2CCCCN)cc(OC)c1OC
 : .	2	-8	.	22	.	13	.	-10
- Cc1cc(Nc2nc3ccccc3nc2Cl)n(-c2ccccc2C)n1
 : -2.0	6	13	5	-9	-1.9	17	-8	26
- COC(=O)c1cc(NC(=O)CC2NCCNC2=O)cc(C(=O)OC)c1 (centres undefined)
 : 0.4	15	-7[fluorescence artefact?]	-2	6	0.5	9	-14	-10
- COc1ccc(C(=O)CSc2nc3ccc([N+](=O)[O-])cc3[nH]2)cc1
 : -0.1	-4	-2	-4	7	1.0	16	-15	21
- COc1cccc(NC(=O)N2CCN(c3nnnn3-c3ccccc3)CC2)c1
 : 1.2	-28	8	-3	17	-0.1	11	5	-3
- O=C1CC(c2ccccc2Cl)Cc2c1cnn2-c1nc2ccccc2s1 (centres undefined)
 : 1.1	34	1[fluorescence artefact?]	6	1	0.1	6	14	21
- CC(C)(C)NC(=O)C(c1ccccc1)N(Cc1cccs1)C(=O)c1csnn1 (centres undefined)
 : -1.1	28	10[fluorescence artefact?]	10	25	-0.6	5	7	-2
- C=CCSc1nc(=O)n2ccc(C)cc2n1
 : 0.7	4	-1	-2	9	-1.2	8	5	-4
- CC(C)CNC(=O)CO/N=C/c1ccccc1Cl
 : -0.9	-19	0	4	4	-1.2	4	5	2
- Cc1ccc(OCCOc2ccc(Br)cc2)c([N+](=O)[O-])n1
 : 0.3	4	7	5	30	-1.4	13	-53	22
- Cc1ccc(CN(c2ccc(C(=O)NCc3cccnc3)cc2)S(C)(=O)=O)cc1
 : 1.9	-7	-8	6	-1	2.9	5	4	17
- CN(C)C(CNC(=S)Nc1ccccc1)c1cccnc1 (centres undefined)
 : 0.2	14	-4	-2	1	1.9	6	7	-13
- Cc1ccc(CSc2nc3ccccc3c(=O)n2Cc2ccco2)cc1
 : 0.2	49	5	28*	8	-0.3	20	-36	4
- c1ccc(CNc2c3c(nc4ncnn24)CCC3)cc1
 : 1.0	2	-2	.	-23	2.4	4	-3	-2
- Cn1c(=O)c2c(nc(N3CCCCC3)n2CCCNC2=NCCCC2)n(C)c1=O
 : 0.7	31	10	-1	10	1.7	.	11	-8
- Cc1ccc(N2CCN(CCc3nc4cc(NS(C)(=O)=O)ccc4n3C)CC2)cc1
 : 1.0	2	-13[fluorescence artefact?]	-3	3	2.1	2	0	35
- COc1ccc(-c2cc(CNS(=O)(=O)c3ccc(F)cc3)on2)cc1
 : 3.2	-21	-5	3	4	3.2	9	2	25
- Cc1c(C(=O)Nc2nc3ccccc3[nH]2)cccc1[N+](=O)[O-]
 : -0.3	-21	3[fluorescence artefact?]	2	4	2.1	2	6	61
- Cc1ccc(COc2ccc(Br)cc2/C=N/O)cc1
 : 0.4	12	-6	14	20	-1.2	23	-22	110*
- COc1ccc(C(=O)/C=C/C(=O)N(Cc2ccc(F)cc2)C(C(=O)NC2CCCCC2)c2ccncc2)c(O)c1 (centres undefined)
 : -0.5	41	5	0	4	-0.7	2	-22	4
- Cc1cc(C2(c3cc(C)c(NC(=O)CN4CCOCC4)c(C)c3)CCCCC2)cc(C)c1NC(=O)CN1CCOCC1
 : 0.5	27	-6	-3	-8	-0.4	8	12	29
- COc1cccc(/C=C(/C#N)c2ccc(Cl)cc2)c1OCc1cccc(C(=O)O)c1
 : -0.3	6	4	-1	-12	0.0	4	-8	8
- CCCCCc1nnc(NS(C)(=O)=O)s1
 : 0.8	-15	-9[fluorescence artefact?]	0	5	-1.3	11	-16	11
- CCOC(=O)N1CCN(c2ncnc3c2oc2nc(C(C)C)c4c(c23)CCC4)CC1
 : 0.1	37	4	-2	13	1.3	6	3	65
- COc1ccc2nc(SCC(=O)NCC(F)(F)F)[nH]c2c1
 : 1.0	20	-16	4	27	1.3	6	-3	-3
- COCCCNC(=O)CN1C(=O)/C(=C\c2ccc(C)cc2)Sc2ccccc21
 : -0.7	25	-15[fluorescence artefact?]	-2	6	-1.9	2	2	22
- Cc1ccc(NC(=O)CSCC(=O)Nc2ncc3c(n2)CC(c2ccco2)CC3=O)cc1 (centres undefined)
 : 0.1	-6	10	4	9	-0.2	8	-3	17
- CN(NC(=O)C1CC(=O)N(c2ccccc2)C1)C1=NS(=O)(=O)c2ccccc21 (centres undefined)
 : 0.4	32	-9	4	7	0.0	3	-9	8
- CCOC(=O)c1c(-c2ccccc2)cn2ccccc12
 : -0.5	53	-4[fluorescence artefact?]	0	7	-2.1	10	3	-1
- CCOc1ccc(C2C=C(c3ccc(C)cc3)Nc3nnnn32)cc1 (centres undefined)
 : 0.9	24	-4	-3	3	0.2	9	-19	107*
- COCCNC(=O)/C(C#N)=C/c1ccc(OCc2ccc(F)cc2)cc1
 : 0.6	-22	-8	-2	-3	-0.1	14	-1	-13
- Cc1ccc2c(CC(=O)NC3CCCc4ccccc43)coc2c1 (centres undefined)
 : -0.4	21	5[fluorescence artefact?]	0	-3	-2.5	6	-31	18
- CNc1nc(N)c([N+](=O)[O-])c(Nc2cccc(F)c2)n1
 : 0.0	-15	0	.	-4	1.5	7	6	15
- CCCCCOc1ccc(NC(=O)CSc2cccc3cccnc23)cc1
 : 0.8	-1	0	-2	14	0.5	13	-7	58
- Cc1noc(NS(=O)(=O)c2ccc(N/C=C\C(=O)c3cccs3)cc2)c1C
 : 1.3	2&10	0	2	9	0.6	9&9	-3	-6
- c1ccc(Nc2ccccc2Nc2ccccn2)nc1
 : 68*	38	1	6	26	88*	11	0	30
- C/C(=N\NC(=S)NC1CCCCC1)c1ccc(O)cc1
 : 0.3	1	-15	3	33	-1.8	4	7	8
- CCOc1ccc(N2C(=O)CC(N(CCc3ccc(OC)cc3)C(=O)/C=C/C(=O)O)C2=O)cc1 (centres undefined)
 : -0.1	-24	-2	4	15	-1.0	5	2	-26
- NC(=O)c1ccsc1NC(=O)COC(=O)Cc1ccsc1
 : 1.8	7	5	1	18	5.9	10	-4	6
- CN(c1cccc(NC(=O)COc2ccccc2)c1)S(C)(=O)=O
 : 0.3	-1	-8	4	6	-0.1	9	-34	23
- O=C(Cc1ccc(-n2c(=S)[nH]c3ccccc3c2=O)cc1)N1CCC(N2CCCCC2)CC1
 : -0.3	-16	6	1	-3	1.2	3	8	8
- COCCCNC(=O)c1cccn2c(=O)c3cc4ccccc4cc3nc12
 : -0.5	-21	-9[fluorescence artefact?]	2	24	-0.9	6	-15	98*
- CCCn1nnnc1NCc1c(Cl)cccc1Cl
 : 0.3	-4	-14	-4	-15	-0.8	13	14	12
- CSc1nnc(C(C)(C)C)c(=O)n1/N=C/c1ccccc1
 : -0.2	7	-10	.	-12	-2.2	15	21	20
- O=c1oc2ccccc2c(Nc2ccccc2)c1CN1CCCCC1
 : 0.1	57	-1	.	-12	0.8	-1	3	8
- COc1ccc(S(=O)(=O)n2ccc(-c3ccc(OCCN(C)c4ccccn4)cc3)n2)cc1
 : 1.5	-1	18	1	19	2.7	6	-2	17
- CC(C)CN(C(=O)COC(=O)c1cc2c(s1)CCC2)C1CCS(=O)(=O)C1 (centres undefined)
 : -0.5	14	-19	4	-18	0.2	7	22	12
- Cc1ccc2nc(CSc3nnc(Nc4ccccc4F)s3)cc(=O)n2c1
 : 0.7	-43	0	9	4	0.5	14	-24	-49
- COC(=O)CN1C(=O)C2(OCCCO2)c2cc(Br)ccc21
 : 0.8	1	-14	10	11	0.1	4	-5	20
- COC(=O)C1=C(C)NC(=S)N(C(C)=O)C1c1ccc(OC)c(OC)c1 (centres undefined)
 : 0.6	32	-6[fluorescence artefact?]	4	24	-1.3	2	2	42
- COc1ccc(CNC(=O)c2cccc(S(=O)(=O)N3CCN(C)CC3)c2)cc1
 : 1.2	19	-12	1	-1	1.8	4	-7	0
- COc1ccc2oc(C)c(C(=O)NN)c2c1
 : -0.1	-17	3	2	38	6.2	3	-19	7
- COc1ccc(CNC(=O)NCc2ccc(OC)c(OC)c2)cc1OC
 : 0.5	18	6	4	6	0.0	12	4	27
- C=CCSc1nc2sc(C)c(C)c2c(=O)n1CC=C
 : -0.2	71*	5[fluorescence artefact?]	8	4	0.3	8	-44	22
- O=C(CCCn1c(=O)oc2ccccc21)NC1CCCCCC1
 : -0.1	8	-2	2	9	-0.3	3	10	10
- CC(=O)Nc1ccc(NS(=O)(=O)c2ccc(Cl)s2)cc1
 : 0.2	11	-5	-3	15	0.8	5	6	16
- NC(=O)c1ccc(C(=O)c2ccc([N+](=O)[O-])cc2)cc1
 : 0.6	-2	-7	1	4	1.6	6	-7	15

# Brought forward from above: 2 compounds, then new ones.
# Order of values – TRPML3 ag	EP2 mod	14-3-3 Bad PPI	NPY Y1 blocker	PPC-1+TRAIL kill	TRPN1 ag	EP2 antag	NPY-Y1 PAM-ag	CHOP inh
- CC(=O)Nc1ccc(NS(=O)(=O)c2ccc(Cl)s2)cc1
 : 0.2	11	-5	-3	15	0.8	5	6	16
- NC(=O)c1ccc(C(=O)c2ccc([N+](=O)[O-])cc2)cc1
 : 0.6	-2	-7	1	4	1.6	6	-7	15
- Oc1ccccc1Nc1ncnc2c1oc1ccccc12
 : -1.0	11	73*	18	-1	0.7	19	-22	50
- COCCCN(C(=O)c1cccnc1SC)c1c(N)n(Cc2ccccc2)c(=O)[nH]c1=O
 : -0.3	5	-2	2	-10	0.1	10	10	19
- Cc1cccc(S(=O)(=O)Nc2nc3ccccc3nc2NCC2CCCO2)c1 (centres undefined)
 : 0.0	0	6	.	8	-0.1	14	23	1
- Cc1cc(C)nc(SCc2cc(=O)c(OC(=O)c3ccc(Cl)c([N+](=O)[O-])c3)co2)n1
 : 0.8	31	-4	9	8	0.2	7	-32	48
- CCCCN(CC)CCNC(=O)C1c2cc(OC)c(OC)cc2C(=O)N2CCc3ccccc3C12 (centres undefined)
 : -0.2	11	8	-1	15	-0.1	7	-4	-11
- Cc1cccc(N(CC(N)=O)C2SC(=O)N(c3ccccc3)C2=O)c1 (centres undefined)
 : 0.6	27	6	-5	3	-1.2	18	-14	40

# Bioassay records deposited in PubChem BioAssay by several laboratories.
